Phagocytosis inh – inhibitors of macrophage phagocytosis. J774A.1 macrophage IgG-bead phagocytosis, imaging. inhibition, % at 5 µM. actives 0.07% (n = 110,000);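 active = inhibition above the mean of the plate negative controls plus 5 SD, cut at about 13% in these data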;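 also: phagocytic index as fraction of beads internalized from green versus red external bead signal; plate controls were DMSO negative control for no effect and cytochalasin-D positive control for full effect; some results beyond the cut were filed as inactive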
bCat KO growth – beta-catenin-lacking colon tumor cell growth suppression; AID 818; HCT116 beta-catenin knockout viability, CellTiter-Glo, 60 h; active compounds read low; viability, % at 10 µM; actives 1.5% (n = 140,000);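 active = viability at or under a set limit, the compound median less 4 SD, cut at about 6% in these data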;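 also: 0% = Hyamine 1622 control at 20 µM and 100% = untreated cell control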
GALR2 antag – antagonists of human galanin receptor 2 (GALR2) | actives 0.39% (n = 140,000) | O43603 | inhibition, % at 4 µM | GALR2-expressing cells, antagonist mode | AID 828; in the data active = inhibition above about 27%;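 also: cells stimulated with galanin 1-16 at roughly its EC80; 0% = agonist challenge control and 100% = basal control without agonist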
Target sequence (O43603 whole entry, looked up): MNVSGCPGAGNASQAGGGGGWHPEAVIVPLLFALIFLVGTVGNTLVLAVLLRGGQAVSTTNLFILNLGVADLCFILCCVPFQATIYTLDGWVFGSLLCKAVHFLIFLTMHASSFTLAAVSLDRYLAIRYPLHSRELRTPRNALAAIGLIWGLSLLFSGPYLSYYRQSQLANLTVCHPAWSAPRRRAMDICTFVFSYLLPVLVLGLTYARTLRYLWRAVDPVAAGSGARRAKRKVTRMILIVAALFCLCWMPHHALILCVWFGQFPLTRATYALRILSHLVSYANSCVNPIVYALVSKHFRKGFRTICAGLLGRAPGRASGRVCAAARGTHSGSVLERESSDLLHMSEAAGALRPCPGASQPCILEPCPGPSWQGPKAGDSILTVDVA
Measles CPE – protection of cells from measles virus | actives 1.5% (n = 140,000) | AID 841 | protection (pct of control), % at 4 µM | Measles virus-infected cells, CPE protection, absorbance; in the data active = protection mostly above about 24%, no sharp cut-off; inactive = mostly below about 26%; also: some compounds called inactive have numbers as strong as hits
NPY-Y2 antag – NPY-Y2 (human) receptor antagonism; P49146; NPY-Y2 expressing cells, antagonist mode; inhibition, % at 2.7 µM; actives 0.99% (n = 140,000); AID 793; in the data active = inhibition above about 17%;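 also: 0% = vehicle with agonist challenge and 100% = reference antagonist with challenge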
Target sequence (P49146 whole entry, looked up): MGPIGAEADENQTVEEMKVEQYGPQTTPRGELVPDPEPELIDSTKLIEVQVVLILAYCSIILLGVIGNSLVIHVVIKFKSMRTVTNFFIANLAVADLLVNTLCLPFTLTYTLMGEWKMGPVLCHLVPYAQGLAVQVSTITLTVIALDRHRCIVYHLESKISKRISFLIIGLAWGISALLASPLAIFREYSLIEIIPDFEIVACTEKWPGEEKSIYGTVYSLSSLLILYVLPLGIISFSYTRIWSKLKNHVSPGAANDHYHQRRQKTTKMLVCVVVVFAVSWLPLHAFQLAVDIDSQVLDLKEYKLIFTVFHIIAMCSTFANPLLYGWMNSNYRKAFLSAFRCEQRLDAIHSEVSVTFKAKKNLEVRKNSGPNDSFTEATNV
MRP-1 activ – activates MRP-1 | H69AR cells + doxorubicin, viability rescue, CellTiter-Glo | viability increase, % at 10 µM | actives 0.61% (n = 140,000) | AID 799;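 active = viability gain under doxorubicin at or above a set limit, the compound median plus 3 SD, cut at about 4.7% in these data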;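 also: MRP-1 overexpressing cells given doxorubicin 25 µM after compound pretreatment; 18-22 h compound pretreatment then 72 h with doxorubicin before readout; 0% = doxorubicin-only wells and 100% = vehicle-treated cells without doxorubicin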
Yeast lifespan up – extends the lifespan of yeast; S. cerevisiae growth with nicotinamide, OD615; deaD strain in restrictive glucose medium; AID 775; actives 0.68% (n = 130,000); inhibition of the nicotinamide effect, % at 10 µM;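 active = inhibition above a set limit, placed 3 SD over the median of all compounds, cut at about 26% in these data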;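 also: 0% = nicotinamide-treated wells and 100% = cells grown without nicotinamide; some compounds called inactive have numbers as strong as hits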
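Test system – modified budding yeast, DeaD strain · Compound – single dose 10 µM compound, 0.25% DMSO · Times – culture preincubation 4 h, compound exposure 48 h, both 30 °C · Detection – optical density (absorbance) at 615 nm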
BB579 growth dn – reduces growth of yeast BB579 in restrictive medium | S. cerevisiae BB579 growth, OD615, 48 h | inhibition, % at 10 µM | actives 0.51% (n = 140,000);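 active = inhibition above a set limit, 3 SD over the mean compound inhibition, cut at about 44% in these data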; also: inactives centre near -24
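Material: Saccharomyces cerevisiae DeaD strain BB579, replicative lifespan model yeast; buffer or medium: CSMM-D restrictive synthetic medium containing dextrose (glucose); compound: 10 µM single dose, DMSO 0.25%; timing: 48 h compound exposure at 30 °C after 4 h preincubation; signal: turbidity as optical density at 615 nm; benchmarks: positive control amphotericin B 10 µg/mL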
PTEN del growth – PTEN-deleted cell growth suppression; HCT116 PTEN-null viability, CellTiter-Glo, 60 h; active compounds read low; viability, % at 10 µM; actives 1.2% (n = 140,000);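 active = viability at or below a set limit, 4 SD under the median of all tested compounds, cut at about 3.7% in these data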;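 also: PTEN knockout HCT116 line with beta catenin targeted HCT116 as companion control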
E-sel TNF inh – blocks E-selectin expression induced by TNF alpha; HUVEC TNFa-induced E-selectin immunofluorescence, high content; inhibition, % at 2 µM; actives 0.71% (n = 120,000);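 active = inhibition above the batch mean plus 3 SD, and confirmed as a hit on visual image review, cut at about 43% in these data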;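 also: 0% = TNF-stimulated DMSO wells and 100% = unstimulated control wells; not every result past the cut was called active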
* marks the source's active call; other numbers are inactive results; / = not tested or not shown. This is a random part of the collection, and some 6.1% of all compounds hit somewhere here.

The line under a structure holds: Phagocytosis inh | bCat KO growth | GALR2 antag | Measles CPE | NPY-Y2 antag | MRP-1 activ | Yeast lifespan up | BB579 growth dn | PTEN del growth | E-sel TNF inh
COc1cc(C)nc(OCCNC(=O)COc2ccc(Cl)cc2Cl)n1
    0 | 100 | 8 | 8 | 0 | -3.0 | -15 | -13 | 93 | /
Cc1cccc(NC(=O)CCSc2ccccn2)c1
    -1 | 92 | 11 | 13 | 1 | -0.7 | -8 | -21 | 103 | -17
Cc1onc(-c2c(Cl)cccc2Cl)c1C(=O)c1c[nH]c(C(=O)NC2CC2)c1
    1 | 103 | 0 | 10 | -1 | -1.5 | -5 | 7 | 95 | 6
CC1(C)OC2OC(C(=O)N/N=C/c3ccccc3F)C3OC(C)(C)OC3C2O1 (centres undefined)
    -7 | 94 | 1 | 8 | 1 | -1.0 | 20 | -56 | 109 | 9
CN(CCOC(=O)c1ccc2c(c1)OCCO2)Cc1ccccc1
    -1 | 92 | -3 | 22 | 5 | -0.8 | -1 | -26 | 87 | -1
CN1CCN(Cc2cc(=O)oc3ccc(Cl)cc23)CC1
    1 | 91 | 3 | 30 | 2 | -0.6 | -3 | -57 | 111 | -4
Cc1ccc2c(CC(=O)NCc3cccs3)coc2c1
    3 | 102 | -7 | 2 | 2 | -0.3 | -2 | 2 | 101 | 6
O=C(Nc1ccccc1)c1cc([N+](=O)[O-])ccc1NC1CCCCC1
    -12 | 69 | -2 | 7 | 0 | 0.8 | -1 | 0 | 55 | /
CCOc1ccc(Nc2nc(Cl)nc(NCCO)n2)cc1
    -9 | 91 | 0 | 27 | 0 | -0.5 | 2 | -24 | 97 | /
O=C(/C=C/c1ccccc1)Nc1cccc(S(=O)(=O)Nc2ccccc2F)c1
    / | 91 | 1 | 4 | 2 | -4.8 | 9 | -8 | 90 | /
CCCNC(=O)CSc1nc(-c2cccs2)cc(C(F)(F)F)n1
    / | 90 | 4 | 5 | 0 | -1.8 | -12 | 8 | 76 | -1
Cc1csc(SC(C)C(=O)Nc2ccc(Cl)cn2)n1 (centres undefined)
    -1 | 85 | 9 | 5 | -1 | -2.9 | -4 | -29 | 83 | 3
COC(=O)CSc1nc(C)c2ccc(OC)cc2n1
    / | 96 | 5 | 11 | 2 | -2.7 | / | 1 | 96 | 0
CC(C)C(=O)Nc1cccc(C(=O)Nc2nccs2)c1
    0 | 98 | 16 | 8 | 0 | 1.2 | -8 | -10 | 92 | 34
CC(=O)c1ccc(OC(=O)CCN2c3ccccc3Sc3ccccc32)cc1
    -1 | 96 | 3 | 24 | 2 | -2.3 | 5 | -30 | 99 | 3
O=C(CCN1C(=O)/C(=C/C=C/c2ccccc2)SC1=S)Nc1nccs1
    -3 | 58 | 1 | 16 | 1 | -3.5 | -4 | -23 | 64 | -9
O=C(O)c1ccc2c(c1)C(=O)N(c1cc(C(=O)O)ccc1Br)C2=O
    -1 | 91 | 10 | 16 | 4 | 0.4 | -1 | -6 | 93 | -16
Cc1ccc(-n2ncc3c(N4CCN(c5ccccc5)CC4)ncnc32)c(C)c1
    0 | 48 | 8 | 12 | 2 | -5.5 | -2 | -36 | 41 | -4
CCC(C)NC(=O)C1CCN(S(=O)(=O)c2cccs2)CC1 (centres undefined)
    0 | 98 | -7 | 12 | -2 | 0.1 | -11 | 0 | 101 | -3
Cc1ccc2c(c1)CCCN2C(=O)c1cccs1
    0 | 95 | 7 | 2 | 8 | -3.1 | -22 | -11 | 84 | -14

Additional structures follow.
The line under a structure holds: Phagocytosis inh | bCat KO growth | GALR2 antag | Measles CPE | NPY-Y2 antag | MRP-1 activ | Yeast lifespan up | BB579 growth dn | PTEN del growth | E-sel TNF inh
COc1cc(OC)c(OC)cc1CNCCNC(=O)c1nonc1N
    -1 | 87 | 11 | 23 | 1 | -2.0 | -3 | -18 | 85 | -28
CCOC(=O)c1c(C)[nH]c(C(=O)Nc2ccc(C)c(Cl)c2)c1C
    0 | 84 | -12 | 4 | -1 | -1.8 | -5 | -13 | 78 | 6
COc1ccc(NC(=O)CSc2nc3sc(C)c(C)c3c(=O)n2Cc2ccco2)cc1
    -1 | 92 | -2 | 7 | 2 | -3.1 | -23 | -33 | 55 | -4
COc1ccc(CCC(=O)Nc2ccc(N3CCOCC3)cc2)cc1
    0 | 78 | -3 | 18 | 1 | -2.2 | -20 | -42 | 88 | -3
COc1cc(/C=N/N2C(=O)CSC2=S)ccc1O
    0 | 95 | -8 | 12 | 1 | 3.4 | -8 | -50 | 102 | 15
Cc1nc2ccccn2c1-c1csc(NCc2ccco2)n1
    2 | 64 | 6 | 7 | 2 | -2.0 | -7 | -52 | 70 | -7
CCOC(=O)N1CCN(C(=O)c2ccc3c(c2)N(Cc2ccc(C)cc2)CCS3)CC1
    / | 56 | 2 | 4 | 0 | -4.7 | 0 | 4 | 59 | -9
COc1ccc(-c2cnc(N)nc2-c2ccc(OC)cc2O)cc1
    -2 | 77 | -6 | 19 | 3 | -4.0 | -8 | -44 | 77 | /
Cc1ccc(-c2cc(C(F)F)n3ncc(C(=O)N4CCCc5ccccc54)c3n2)cc1
    / | 85 | 3 | 2 | 4 | -1.5 | / | -38 | 80 | 3
CC(O)CNC(=O)C1CCN(Cc2ccc(OCc3ccccc3)cc2)CC1 (centres undefined)
    1 | 89 | 0 | 4 | 2 | -2.3 | -5 | -31 | 94 | -4
Cc1ccc2cc(CN(CCCN3CCOCC3)C(=O)NC3CCCCC3)c(=O)[nH]c2c1C
    / | 78 | -1 | 5 | 4 | -3.8 | -8 | 2 | 80 | /
O=C(/C=N/O)NCc1cccnc1
    -1 | 107 | -5 | 2 | -3 | 0.5 | 10 | -48 | 96 | -9
CCCCCCn1c(CN2CCC(C)CC2)nc2c1c(=O)n(C)c(=O)n2C
    / | 67 | -2 | 7 | 11 | -1.8 | / | -1 | 63 | -34
C/C(=N\NC(=O)c1ccc(Cn2cc(Br)cn2)o1)c1cccc(NC(=O)C(C)(C)C)c1
    -3 | 101 | 1 | 4 | -2 | 0.1 | -3 | -23 | 96 | 2
Nc1nc2c(ncn2COC(CO)CO)c(=O)[nH]1
    / | 84 | -9 | 63 | 3 | -1.7 | 5 | 3 | 87 | /
CC(=O)NS(=O)(=O)c1ccc(N)cc1
    / | 88 | -2 | 30 | 1 | 0.0 | 8 | -45 | 101 | /
CCCNC(=O)COC(=O)CCC(=O)c1ccc(F)cc1
    -1 | 93 | 0 | 23 | 2 | -1.0 | -12 | 2 | 87 | 13
O=C(C(c1ccccc1)c1ccccc1)N1CCN(CCN2C(=O)c3cccc4cccc(c34)C2=O)CC1
    -11 | 83 | -3 | 9 | 13 | 1.7 | -3 | -46 | 76 | /
CC1CN(C(=O)COC(=O)c2cccs2)CC(C)O1 (centres undefined)
    -1 | 110 | 9 | 36* | 1 | -1.3 | 0 | -20 | 114 | -32
CN1CCCCCC1=NC1=C(C#N)CCCC1
    -2 | 96 | 3 | 12 | 1 | -0.7 | 0 | -28 | 98 | -2

More records
The line under a structure holds: Phagocytosis inh | bCat KO growth | GALR2 antag | Measles CPE | NPY-Y2 antag | MRP-1 activ | Yeast lifespan up | BB579 growth dn | PTEN del growth | E-sel TNF inh
CC(C)C(=O)NC(NC(=S)NC1CCS(=O)(=O)C1)C(Cl)(Cl)Cl (centres undefined)
    / | 88 | 3 | 2 | -1 | -1.2 | / | -33 | 96 | 34
CC(=O)C1=C(NC(=O)c2ccc(F)cc2)CC2C1C2(C)C (centres undefined)
    4 | 91 | -5 | 6 | 5 | 1.4 | -22 | -39 | 82 | -29
O=C(C1CC1)N1CCc2cc(Br)cc(S(=O)(=O)N3CCN(c4ccccn4)CC3)c21
    1 | 92 | 4 | 34 | 9 | -1.9 | -5 | -68 | 85 | -45
COC(=O)N/N=C/c1cc(OC)c(O)c([N+](=O)[O-])c1
    / | 95 | 11 | 15 | 5 | -0.2 | 2 | -36 | 103 | /
COC(=O)c1ccc(NC(=O)CSc2nnc(Cc3cccn3C)n2-c2ccc(F)cc2)cc1
    0 | 70 | -8 | 43* | -1 | -4.8 | -4 | -14 | 73 | 24
O=C(c1nnc(Cc2ccc(Cl)cc2)o1)N1CCOCC1
    / | 97 | -3 | 9 | 2 | -0.2 | 3 | -17 | 100 | -31
Cn1c(Br)nc2c1c(=O)n(CC(O)COc1ccccc1)c(=O)n2C (centres undefined)
    -1 | 90 | 23 | 14 | 4 | 0.0 | -3 | -48 | 107 | /
CN1C(=O)c2ccc(N(C)C)cc2C1=O
    / | 95 | -12 | 13 | 1 | -1.4 | / | 21 | 98 | 13
CCN(CC)C(=O)CN1CCC(n2c(C)nc3cc(C(F)(F)F)ccc32)CC1
    0 | 104 | -24 | 37 | -1 | -2.0 | -5 | -24 | 102 | -8
CCOC(=O)N1CCN(C(=O)c2ccc(-n3c(C)ccc3C)cc2)CC1
    -9 | 12 | 4 | 0 | 2 | -5.0 | 0 | -20 | 12 | /
C=CCOc1ccc(C2/C(=C(\O)c3c(C)[nH]c(C(=O)OC)c3C)C(=O)C(=O)N2CCN(C)C)cc1 (centres undefined)
    -2 | 95 | 1 | / | 4 | 0.2 | -15 | -49 | 102 | -9
O=C(O)C1CSC(c2coc3ccccc3c2=O)N1 (centres undefined)
    -13 | 80 | -12 | 8 | 2 | -0.4 | 18 | 12 | 84 | /
COC(=O)c1cc(OC)c(OC)cc1NC(=O)CCc1ccc(C)o1
    0 | 102 | 5 | 20 | 11 | -1.7 | 56 | -27 | 106 | -7
Cc1cccc(-n2c(SCCC(=O)O)nnc2-c2cccs2)c1C
    -1 | 94 | 5 | 5 | 8 | -1.3 | -12 | -24 | 94 | 6
CCCc1nnc(SCC(=O)N2CCCC(C)C2)n1CC1CCCO1 (centres undefined)
    -3 | 102 | 3 | 4 | 2 | -0.3 | -7 | -45 | 102 | 7
C=CCn1c(SCc2csc(C)n2)nc2scc(-c3ccc(C)o3)c2c1=O
    2 | 86 | -3 | 16 | 1 | -2.8 | -10 | -7 | 84 | 10
COC(=O)c1sccc1-c1ccc(/C=N/OCc2c(Cl)cccc2Cl)o1
    / | 99 | 1 | 13 | 0 | 0.7 | -1 | -37 | 89 | -29
CSCC[C@H](NC(=O)c1nn(C)c(=O)c2ccccc12)c1nc2ccccc2[nH]1
    / | 78 | 6 | 9 | 2 | -2.9 | -11 | -50 | 80 | -6
c1csc(CCNc2ncnc3sc4c(c23)CCC4)c1
    0 | 30 | / | 1 | / | -2.1 | -6 | 3 | 31 | /
O=C(c1cc(Cl)c(=O)n(Cc2ccccc2)c1)N1CCOCC1
    / | 95 | -4 | 28 | 2 | -0.9 | 3 | -55 | 98 | 6
Cc1ccc(/C=N/Nc2cccc(C(=O)O)c2)s1
    -1 | 95 | 6 | 2 | 2 | -0.1 | -7 | -14 | 103 | 7
CN(C)CCOC(C1CCCCC1)C1CCCCC1
    / | 27 | 2 | 3 | 27* | -2.1 | -11 | 24 | 24 | -29
